Source: PubChem (National Center for Advancing Translational Sciences (NCATS))
FEN1 inh = human FEN1 inhibition. P39748. Recombinant FEN1 flap cleavage, fluorescence, 15 min. Potency, µM (titrated, usually from 114 µM), inactives show at the top dose activity change, negative = inhibition, usual class: inhibitors. hit rate 0.35% among 390,000; also: nearly all actives have a fitted effect of over 65% in size
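FEN1 at 10 nM preincubated with compounds 15 min at room temperature, then flap DNA substrate added at 50 nM final. Signal read at 0 and 15 min; concentration-response fitted with four-parameter Hill equation.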
N370S GC = inhibitors or activators of N370S glucocerebrosidase for Gaucher disease; Potency, µM (doses to about 59.4 µM), for inactives: at the top dose activity change, negative = inhibition, actives largely listed as inhibitors; N370S GC spleen homogenate, 4MU-glucoside fluorescence; P04062; AID 2101; hit rate 0.092% among 330,000;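 also: 0% = full enzyme activity and -100% = no enzyme basal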
GCN5L2 inh = blocks human GCN5L2 histone acetyltransferase. hit rate 0.21% among 390,000. Potency, µM (series often up to 58.9 µM), for the others: at the top dose activity change, negative = inhibition, hits mostly inhibitors. AID 504327. GCN5L2 HAT assay, ThioGlo1 CoA-SH fluorescence. Q92830
Target sequence (Q92830 whole entry, looked up): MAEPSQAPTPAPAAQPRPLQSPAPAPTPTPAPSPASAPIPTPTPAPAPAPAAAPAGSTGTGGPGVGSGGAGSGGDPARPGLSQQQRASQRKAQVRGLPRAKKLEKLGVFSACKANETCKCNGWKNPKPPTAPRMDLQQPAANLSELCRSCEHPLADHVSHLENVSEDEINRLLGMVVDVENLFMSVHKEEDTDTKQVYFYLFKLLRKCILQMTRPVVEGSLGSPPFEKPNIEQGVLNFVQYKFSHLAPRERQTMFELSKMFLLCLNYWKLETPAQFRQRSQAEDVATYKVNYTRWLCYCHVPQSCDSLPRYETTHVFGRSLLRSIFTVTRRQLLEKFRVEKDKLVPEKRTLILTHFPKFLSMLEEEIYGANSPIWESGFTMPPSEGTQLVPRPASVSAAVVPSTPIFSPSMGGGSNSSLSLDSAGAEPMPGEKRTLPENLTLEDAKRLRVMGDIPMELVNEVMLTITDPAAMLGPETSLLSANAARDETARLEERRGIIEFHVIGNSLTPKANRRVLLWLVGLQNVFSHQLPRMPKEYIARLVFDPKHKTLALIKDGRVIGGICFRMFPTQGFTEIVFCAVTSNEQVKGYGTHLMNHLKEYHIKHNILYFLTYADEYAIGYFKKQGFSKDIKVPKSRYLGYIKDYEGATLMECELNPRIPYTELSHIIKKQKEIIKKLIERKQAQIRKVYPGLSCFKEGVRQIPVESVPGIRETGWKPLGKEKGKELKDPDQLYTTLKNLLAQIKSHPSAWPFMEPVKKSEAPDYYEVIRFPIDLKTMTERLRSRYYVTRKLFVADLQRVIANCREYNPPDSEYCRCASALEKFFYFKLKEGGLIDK
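GCN5L2 (20 nM) in 50mM HEPES pH 7.5, 0.1mM EDTA, 0.01% Tween-20 preincubated 15 min with compounds at room temperature. Reaction started with H3(1-25) 75uM, acetyl-CoA 70uM, ThioGlo1 50uM; CoA-thiol fluorescence (Ex340/Em540) read at 0 and 20 min.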
The depositor's hits bear a star; ? = inconclusive; . = no result given; & = joins results of further samples. Calls follow the shape of the dose curve; as a rule, active = well fitted curve in the direction sought with a large enough effect; inconclusive = small, poorly fitted or top-dose-only effect, or another doubt; inactive = no such curve, though single readings can be large; an effect the other way counts as inactive or inconclusive. Unless noted, % is scaled to controls: 0 for no effect and ±100 for the full control effect; potency is read from the fitted curve at half-maximal effect. This is a subset; rates above refer to the full screens.

compound,GCN5L2 inh,N370S GC,FEN1 inh
COc1ccc(-n2cc(-c3ccccc3)c3c(NCc4cccc(Cl)c4)ncnc32)cc1,-6%,.,10%
CCCCCNC(=O)c1cc2c(=O)n3ccccc3nc2n1C,-13%,.,6%
C=CC[C@@H](CC(=O)N(CCO)Cc1ccccc1)C(=O)N[C@H](COC(=O)[C@@H](CC=C)CC(=O)OC(C)(C)C)Cc1ccccc1,-8%,.,-34%
CC1CCCCN1CCn1cnc2c([nH]c3ccccc32)c1=O (stereo unspecified),-7%,?,3%
CCOC(=O)c1c(NC(=O)CN2C(=O)C(=O)N(CC(C)C)C2=O)sc(C)c1CC,-4%,-10%,-16%
CCN(CC)C(=O)CSc1nc(-c2ccccc2)cc(-c2ccc(OC)cc2)c1C#N,-1%,.,3%
CCOC(=O)c1cc(NC(=O)NC2CCCCC2)c(C)nc1C,2%,-1%,2%
O=C(CSc1nc2ccsc2c(=O)n1-c1ccc(Cl)cc1)NCc1ccc(Cl)cc1,4%,.,-7%
O=C(Cn1ncc2c1-c1ccccc1OC2)N1CCN(c2ccccc2)CC1,0%,.,-3%
CN(C)Cc1c(C(=O)N/N=C/c2cccc(OCc3ccccc3)c2)nnn1-c1nonc1N,-2%,-13%,4%
O=C(Nc1ccccc1)c1nccn1Cc1ccc(F)cc1,-6%,-1%,-2%
Cc1ccccc1OCC(=O)OCC(=O)NCc1cccs1,0%,?,4%
COc1ccc2c(c1)CCC1[C@@H]2CCC2(C)[C@@H](NCCCCCCN3C(=O)C=CC3=O)CC[C@@H]12 (stereo partly specified),-5%,-8%,.
CN1/C(=C/C(=S)NC(=O)C2CCC2)C(C)(C)c2ccccc21,-17%,-3%,-7%
CCCCCn1c(C(C)NC(=O)CCC)nc2ccccc21 (stereo unspecified),-1%,-4%,-8%
COc1ccc(NS(=O)(=O)c2ccc(NC(C)=O)cc2)cc1OC,-2%,-7%,5%
Cc1ccc(OCC(=O)NNC(=O)c2ccco2)c(C)c1,-8%,0%,-11%
COc1ccccc1CNS(=O)(=O)c1cc2c3c(c1)CCC(=O)N3CCC2,-24%,-9%,-5%
COc1ccccc1-n1cnnc1SCC(=O)Nc1cccc(S(=O)(=O)N2CCCCC2)c1,-3%,3%,.
C=C[C@@H]1c2c(F)cccc2N(S(=O)(=O)c2ccc(C)cc2)[C@H](c2ccc(C(=O)OC)cc2)C1(C#N)C#N,-4%,.,-11%&12%

compound,GCN5L2 inh,N370S GC,FEN1 inh
O=C(Nc1cccc(Cl)c1)Nc1nnc(CC2=CCCCC2)s1,-1%,-5%,21%
COc1ccc(S(=O)(=O)N2CCN(c3ccccc3F)CC2)cc1-c1noc(C)n1,16µM*,.,?
COc1cc(/C=C2\SC(=S)N(NS(=O)(=O)c3ccc(C)cc3)C2=O)cc(OC)c1OC,-11%,-9%,0%
CCc1sc(Nc2cccc(Cl)c2C)nc1-c1cc2cccc(OC)c2oc1=O,-15%,.,-18%
Cc1cccc(-c2noc(Cc3ccccc3)n2)c1,-6%,1%,-2%
CC(=O)N/C(=C\c1ccccc1)C(=O)OCC(=O)Nc1ccc(C)c(S(=O)(=O)N(C)C)c1,-1%,.,-4%
COc1ccc(N2CCN(C(=O)CCc3nnc4n(C)c(=O)c5sccc5n34)CC2)cc1,-4%,.,-3%
CCN1CCN(C(=O)c2cc(COc3ccc(C(C)=O)cc3OC)on2)CC1,-4%,-4%,3%
COc1cc(C(=O)NCC(=O)N/N=C(/C)c2cccs2)cc(OC)c1OC,-1%,-3%,-3%
Cc1ccc(Nc2c(-c3ccccn3)nc3cccc(C)n23)cc1,-6%,-17%,3%
NS(=O)(=O)c1cccc(NC(=O)COC(=O)/C=C/c2ccco2)c1,-1%,-27%,-1%
O=C(CSc1n[nH]c(-c2ccco2)n1)Nc1ccc(F)cc1,1%,-1%,0%
O=c1n(Cc2ccc([N+](=O)[O-])cc2)c2ccccc2c2nc(-c3ccccc3)nn12,0%,.,2%
CCNC(=O)CP(=O)(c1ccccc1)c1ccccc1,2%,5%,0%
CCc1ccc(C2C(C#N)=C(N)N(N(C)C)C3=C2C(=O)CCC3)s1 (stereo unspecified),-2%,?,0%
O=C(/C=C/c1ccc(Cl)cc1)c1ccc([N+](=O)[O-])o1,0%,-14%,-5%
CC(C)CCN1CCN(Cc2cccc3cccnc23)CC1CCO (stereo unspecified),-3%,-11%,-9%
O=C(CCCn1cncn1)N1CCCC(N2CCN(c3ccccc3F)CC2)C1 (stereo unspecified),?,1%,-2%
CC1(O)C(=O)c2ccccc2N(c2ccccc2)C1=O (stereo unspecified),1%,2%,-4%
Cc1sc2ncnc(N3CCC(C(=O)Nc4nc5ccc(Cl)cc5s4)CC3)c2c1C,-9%,2%,-15%

compound,GCN5L2 inh,N370S GC,FEN1 inh
COC(=O)C1=C(O)CSC1=Nc1cccc(C(F)(F)F)c1,?,1%,-3%
C=CCOc1c(Cl)cc(CNCCCN2CCOCC2)cc1OC,3%,-6%,2%
CN(c1ccccc1)S(=O)(=O)c1ccc(NC(=O)c2ccco2)cc1,-5%,2%,-10%
O=C(Nc1ccccc1C(=O)O)c1ncn[nH]1,-2%,1%,-2%
O=C(CNC(=O)c1ccccc1F)NC1CCN(Cc2ccccc2)CC1,-3%,-15%,-14%
CCOc1ccc(/C=N/OCC(=O)Nc2ccc3c(c2)OCO3)cc1,3%,-19%,-7%
COc1ccc(-c2noc(-c3ccccc3-c3ccccc3)n2)cc1,-2%,-15%,-14%
CCOc1ccc(OCCSc2nc3ccccc3o2)cc1,-1%,8%,-19%
CCOC(=O)C1CCN(S(=O)(=O)c2cc(-c3cc(C)no3)ccc2C)CC1,-11%,.,-4%
CCn1c(CNC(=O)c2cc(OC)c(OC)c(OC)c2)cc2cc(C)ccc21,-5%,2%,3%
O=C(c1ccc(Cl)cc1)c1ccc(OCC(O)CN2CCCCC2)cc1 (stereo unspecified),1%,8%,-2%
N/C(=N\OC(=O)COc1ccc(Cl)cc1Cl)c1cccnc1,1%,-10%,-5%
CCOc1ccc(-c2cc(C(=O)NCCCn3ccnc3)c3ccccc3n2)cc1,-24%,-8%,13%
Cc1cccc(C(=O)Nc2cc(-c3ccccc3F)nn2-c2ccccc2)c1,-17%,.,4%
CCc1cccc(C)c1NC(=S)N(Cc1cccnc1)Cc1ccco1,-2%,-2%,0%
O=Cc1c(Cl)[nH]c(=O)n1-c1ccccc1,-3%,3%,0%
O=C(C1CCN(S(=O)(=O)c2cnc[nH]2)CC1)N1CCN(c2ccc([N+](=O)[O-])cc2)CC1,-7%,-10%,-9%
CCCNC(=O)CSc1nc2ccc(OCC)cc2s1,1%,-13%,21%
CCOc1ccc(NC(=O)c2cnc3scc(C)n3c2=O)cc1,-18%,?,-7%
CCOc1ccc(C(=O)NC(=S)Nc2cccnc2)cc1,0%,4%,6%

compound,GCN5L2 inh,N370S GC,FEN1 inh
Cc1oc(-c2ccccc2Cl)nc1CS(=O)(=O)CC(=O)NC(C)c1ccccc1 (stereo unspecified),-13%&-2%,0%,11%&-14%
COC(=O)c1cc(S(=O)(=O)NCCc2sccc2C)c[nH]1,-4%,-3%,-12%
COc1cc2nc(N(CCCN(C)C)C(=O)c3ccc(S(=O)(=O)N4CCc5ccccc54)cc3)sc2cc1OC,-2%,?,-2%
Cc1ccccc1NC(=O)C(C)N1C(=O)c2ccccc2C1=O (stereo unspecified),-16%,-4%,4%
CC(=O)N/C(=C\c1ccccc1)C(=O)OC(C)C(=O)NCc1ccccc1 (stereo unspecified),2%,11%,-3%
CCOc1c(Br)cc(C(N)=O)cc1OC,-3%,-11%,-2%
COc1ccc(C(=O)C2CCCN(C(=O)CSC)C2)cc1OC (stereo unspecified),-4%,-1%,-2%
OCCNC(=S)Nc1ccc2nsnc2c1,-8%,-5%,-7%
CCNS(=O)(=O)c1ccc(NC(=S)N2CCc3ccccc32)cc1,-16%,-5%,9%
O=C(Cn1cc(C(=O)c2ccco2)c2ccccc21)Nc1ccc(Br)cc1,4%,.,9%
CCOc1ccc(C(=O)NN2C(=O)C3C4C=CC(O4)C3C2=O)cc1 (stereo unspecified),-2%,-9%,-2%
Cc1ccccc1NC(=O)CSc1ccc(-c2ccco2)nn1,22%,9%,-5%
Cc1cccc(C(=O)Nc2sc3c(c2C(=O)O)CCCC3)c1,-2%&1%,1%,-17%&-17%
Cc1ccc(C)c(CN2C(=O)c3ccccc3S(=O)(=O)c3ccc(C(=O)N4CCN(c5ccccc5)CC4)cc32)c1,-8%,.,9%
CCOc1ccc(S(=O)(=O)NCC(c2ccco2)S(=O)(=O)c2cccs2)cc1 (stereo unspecified),3%,.,7%
O=C(/C=C/c1ccccc1)C1=C(O)C(=O)N(CCO)C1c1cccc([N+](=O)[O-])c1 (stereo unspecified),1%,-3%,4%
COc1ccc(OC)c(S(=O)(=O)Nc2cccc(-c3ccc(N4CCCCC4)nn3)c2)c1,-30%,.,?
O=S(=O)(Nc1ccc2c(c1)nc1n2CCN(Cc2ccccc2)C1)c1ccc(Cl)cc1,-6%,-10%,-16%
Cc1[nH]c2ccc3c(ncn3CCC#N)c2c1C,-4%,2%,-3%
CCc1ccc(C2=NNC(=Nc3cccc(S(=O)(=O)N(C)C)c3)SC2)cc1,0%,-4%,-6%

7 of the compounds above, with values under each structure:
Value order – GCN5L2 inh	N370S GC	FEN1 inh
C=C[C@@H]1c2c(F)cccc2N(S(=O)(=O)c2ccc(C)cc2)[C@H](c2ccc(C(=O)OC)cc2)C1(C#N)C#N
    -4%	.	-11%&12%
O=C(Nc1cccc(Cl)c1)Nc1nnc(CC2=CCCCC2)s1
    -1%	-5%	21%
COc1ccc(S(=O)(=O)N2CCN(c3ccccc3F)CC2)cc1-c1noc(C)n1
    16µM*	.	?
COc1cc(/C=C2\SC(=S)N(NS(=O)(=O)c3ccc(C)cc3)C2=O)cc(OC)c1OC
    -11%	-9%	0%
CCc1sc(Nc2cccc(Cl)c2C)nc1-c1cc2cccc(OC)c2oc1=O
    -15%	.	-18%
Cc1cccc(-c2noc(Cc3ccccc3)n2)c1
    -6%	1%	-2%
CC(=O)N/C(=C\c1ccccc1)C(=O)OCC(=O)Nc1ccc(C)c(S(=O)(=O)N(C)C)c1
    -1%	.	-4%

Other structures follow:
compound,GCN5L2 inh,N370S GC,FEN1 inh
Cn1c(N)c(N2CCCCC2)c(=O)n(CC(=O)Nc2cccc(C#N)c2)c1=O,1%,.,2%
Cc1ccc(C)c2[nH]c(=O)c(CN(CCCN(C)C)C(=O)NCc3ccccc3)cc12,1%,-8%,-2%
COc1ccc(C(=O)CCC(=O)O)c(C)c1,-10%,7%,-5%
CCOC(=O)/C(=N\Nc1cccc(C(F)(F)F)c1)N(CCOC)CCOC,-5%,.,-4%
Cc1ccccc1NC(=O)CC1C(=O)NCCN1C(=O)c1cccc(Cl)c1 (stereo unspecified),1%&-5%,1%,-3%&-5%
CCOCC(=O)Nc1ccc(C)c(Cl)c1,-3%,6%,4%
CCN1CN=C(NS(=O)(=O)c2ccc(C)cc2)NC1,2%,-20%,-4%
Fc1ccccc1CNCCCSc1nnnn1-c1ccccc1,0%,.,19%
COc1cc(C2CC(=O)Nc3c2c(=O)[nH]c2nc4ccccc4n32)ccc1O (stereo unspecified),-6%,.,-7%
COc1ccc(OC)c(C2=Nn3c(nnc3-c3ccco3)SC2)c1,-10%,21%,-5%
COc1ccc(/C=C/C(=O)c2ccc(O)cc2)cc1,0%,-19%,-9%
Cc1ccc(NC(=O)/C(C#N)=C/c2ccsc2)c(C)c1,2%,10%,1%
N#Cc1ccc(NC(=O)COc2ccc(-n3cnnn3)cc2)cc1,-7%,.,-5%
CCOC(=O)c1csc(NC(=O)Nc2cccc(Cl)c2)n1,-3%,10%,5%
CCNC(=O)/C(C#N)=C/c1c(N2CCCCCC2)nc2c(C)cccn2c1=O,-7%,1%,-10%

Of the compounds above, these have bromine.
compound,GCN5L2 inh,N370S GC,FEN1 inh
CCOc1c(Br)cc(C(N)=O)cc1OC,-3%,-11%,-2%
O=C(Cn1cc(C(=O)c2ccco2)c2ccccc21)Nc1ccc(Br)cc1,4%,.,9%

Among those listed so far, 3 contain a COOH group.
compound,GCN5L2 inh,N370S GC,FEN1 inh
O=C(Nc1ccccc1C(=O)O)c1ncn[nH]1,-2%,1%,-2%
Cc1cccc(C(=O)Nc2sc3c(c2C(=O)O)CCCC3)c1,-2%&1%,1%,-17%&-17%
COc1ccc(C(=O)CCC(=O)O)c(C)c1,-10%,7%,-5%
